HEK cytotox: cytotoxic compounds in HEK 293 cells; HEK 293 viability, ATP luminescence (CellTiter-Glo), 48-72 h; Potency, µM (top dose mostly 115 µM), inactives show at the top dose activity change, negative = cytotoxicity, actives largely listed as inhibitors; actives 6.6% (n = 94,000); AID 1345083; further: potency means the concentration at half of the fitted maximal effect; nearly all actives have a fitted effect of over 60% in size
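qHTS cytotoxicity; HEK 293, 250 cells/well; compound pinned; 48 or 72 hr, 37 degree Celsius, 5% CO2, 95% humidity; CellTiter-Glo, 10 min RT; luminescence (ATP).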
SNCA viab count: reduces viability of HEK-293 SNCA reporter cells. HEK-293-SNCA-luc viability, GF-AFC fluorescence, 24 h. Potency, µM (doses to about 57.1 µM), inactives show at the top dose activity change, negative = cytotoxicity, actives largely listed as cytotoxic. actives 0.12% (n = 150,000);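 further: potency means the concentration at half of the fitted maximal effect; 0% = DMSO-treated cells and -100% = medium-only wells without cells; nearly all actives have a fitted effect of over 30% in size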
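HEK-293-SNCA-luc cells (1500/well) plated 24 h, then exposed 24 h to a dilution series; GF-AFC added 30 min at 37C, fluorescence 405/540 nm; normalised to medium-only and DMSO wells, Hill fit.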
GPT2 inhibitor: GPT2 alanine aminotransferase inhibition; Potency, µM (top dose mostly 57.7 µM), inactives show at the top dose activity change, negative = inhibition, hits mostly inhibitors; actives 0.25% (n = 100,000); Recombinant GPT2, coupled pyruvate oxidase/HRP Amplex Red fluorescence; AID 1671188; Q8TD30; further: potency means the concentration at half of the fitted maximal effect; nearly all actives have a fitted effect of over 60% in size; many of its hits are not listed in these tables
Target sequence (Q8TD30 whole entry, looked up): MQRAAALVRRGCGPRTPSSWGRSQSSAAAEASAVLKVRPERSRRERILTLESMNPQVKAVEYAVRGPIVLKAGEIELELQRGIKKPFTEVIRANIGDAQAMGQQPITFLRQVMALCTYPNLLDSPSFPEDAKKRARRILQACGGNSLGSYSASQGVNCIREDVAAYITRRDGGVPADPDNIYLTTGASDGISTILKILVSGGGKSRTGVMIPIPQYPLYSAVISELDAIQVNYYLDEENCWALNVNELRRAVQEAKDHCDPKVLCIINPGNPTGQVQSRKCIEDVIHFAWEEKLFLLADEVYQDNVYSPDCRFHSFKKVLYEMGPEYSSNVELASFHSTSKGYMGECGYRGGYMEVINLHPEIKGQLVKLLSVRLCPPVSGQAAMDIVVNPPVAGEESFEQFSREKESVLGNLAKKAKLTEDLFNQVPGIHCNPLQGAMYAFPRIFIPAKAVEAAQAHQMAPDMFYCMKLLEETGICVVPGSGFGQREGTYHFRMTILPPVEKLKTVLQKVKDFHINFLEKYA
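Fluorescence of coupled pyruvate oxidase/HRP/Amplex Red system (50uM Amplex, 30 min, dark) reports pyruvate formed by GPT2. Enzyme reaction: 10ng/uL GPT2, 2mM L-alanine, 250uM a-KG, 30 min room temperature, pH 7.5; 50uM AOA control.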
FLuc inh: blocks purified firefly luciferase enzyme activity | purified P. pyralis luciferase, luminescence, biochemical | P08659 | Potency, µM (doses to about 115 µM), without a hit: at the top dose activity change, negative = inhibition, usual class: inhibitors | AID 1347043 | actives 2.5% (n = 76,000); further: potency means the concentration at half of the fitted maximal effect; nearly all actives have a fitted effect of over 65% in size
Target sequence (P08659 whole entry, looked up): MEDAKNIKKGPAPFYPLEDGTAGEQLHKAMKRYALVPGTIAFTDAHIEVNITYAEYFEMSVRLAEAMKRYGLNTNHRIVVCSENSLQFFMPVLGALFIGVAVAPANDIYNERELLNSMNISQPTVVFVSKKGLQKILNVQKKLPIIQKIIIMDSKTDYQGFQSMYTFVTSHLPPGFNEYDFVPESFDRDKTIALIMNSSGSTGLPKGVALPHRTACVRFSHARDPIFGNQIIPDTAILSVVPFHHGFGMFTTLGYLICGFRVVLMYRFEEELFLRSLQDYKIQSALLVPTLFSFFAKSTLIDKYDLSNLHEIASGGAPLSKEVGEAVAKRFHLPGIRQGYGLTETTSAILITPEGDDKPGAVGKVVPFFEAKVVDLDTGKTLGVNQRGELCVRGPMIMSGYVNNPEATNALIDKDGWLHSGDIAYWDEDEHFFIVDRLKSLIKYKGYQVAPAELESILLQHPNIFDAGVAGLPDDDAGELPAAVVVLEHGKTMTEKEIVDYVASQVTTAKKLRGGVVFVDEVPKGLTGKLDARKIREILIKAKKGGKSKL
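Biochemical qHTS: compound (6-point titration) added to 10uM D-luciferin plus 10uM ATP in Tris acetate pH 7.5 buffer with Mg, Tween-20 and BSA, then purified enzyme at 10nM; light output imaged.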
IP6K1 inhibitor: inhibitors of human IP6K1 | activity change, % (series mostly up to about 58 µM) | IP6K1 kinase, ADP-Glo luminescence, 2 h; active compounds read low | actives 0.81% (n = 140,000); in the data active means activity change below about -25%
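ADP-Glo luminescence measures ADP made by human IP6K1 during a 2 h RT reaction with ATP/IP6 (mix at 1.3 mM/130 uM); top library doses 57.5 and 19.1 uM final.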
NIH3T3 tox: NIH 3T3 cell cytotoxicity. NIH 3T3 viability, CellTiter-Glo ATP luminescence, 48-72 h. Potency, µM (doses to about 96.7 µM), without a hit: at the top dose activity change, negative = cytotoxicity, hits mostly inhibitors. actives 4.3% (n = 94,000). AID 1345082; further: potency means the concentration at half of the fitted maximal effect; nearly all actives have a fitted effect of over 55% in size
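Viability of NIH 3T3 cells after 48 or 72 hr compound treatment at 37 °C was assessed by CellTiter-Glo, with luminescence imaged following a 10 min room-temperature step.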
SNCA expr inh: inhibitors of alpha-synuclein (SNCA) gene expression | HEK-293 SNCA-luciferase knock-in, luminescence, 24 h | Potency, µM (series often up to 57.2 µM), for the others: at the top dose activity change, negative = inhibition, usual class: inhibitors | actives 0.17% (n = 140,000) | AID 1671194;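 further: potency means the concentration at half of the fitted maximal effect; plate controls were DMSO cells for no effect and cell-free wells for full effect; nearly all actives have a fitted effect of over 45% in size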
Numbers without * were called inactive; i = inactive; ? = inconclusive; . = not tested or not shown; [ ] = another dose, or the depositor's remark. Unless noted, the call rests on the fitted dose curve; in most records, active means well fitted curve in the direction sought with a large enough effect; inconclusive means small, poorly fitted or top-dose-only effect, or another doubt; inactive means no such curve, though single readings can be large; an effect the other way counts as inactive or inconclusive. Unless noted, on the % scale 0 is the no-effect control and ±100 the full control effect. Some of the compounds tested (hit frequency here may not be typical).

Letters – A = HEK cytotox; B = SNCA viab count; C = GPT2 inhibitor; D = FLuc inh; E = IP6K1 inhibitor; F = NIH3T3 tox; G = SNCA expr inh
O[C@@H]1C[C@@H](c2nnc3n2CCN(Cc2cccc4[nH]ccc24)C3)N(Cc2ccccc2)C1
  A: -8%	B: -7%[12.5 µM]	C: i	D: 2%	E: 14	F: -18%	G: 19%

CN(C(=O)Cn1cccc1-c1nc(-c2ccc3c(c2)OCO3)no1)c1ccccc1
  A: ?	B: -27%	C: -24%	D: -4%	E: 16	F: -29%	G: 32%

COc1cc(/C=C2\CC[C@H]3COC[C@@H](c4cc(F)c(F)c(F)c4)N3C2=O)ccc1-n1cnc(C)c1
  A: .	B: 0%	C: 0%	D: .	E: 19	F: .	G: .

CCCCCCn1c(/C=C/c2ccccc2)nc2ccccc21
  A: .	B: 13%	C: .	D: .	E: -3	F: .	G: 145%[activator]

Cc1ccc(CNC(=O)CCS(=O)(=O)c2cc3c(cc2Cl)NC(=O)CO3)cc1
  A: .	B: 19%	C: .	D: .	E: -9	F: .	G: -13%

O=C(CC[C@@H]1CNC(=O)[C@@H]2C[C@H](NCc3ccc(OC(F)(F)F)cc3)CN12)Nc1ccccc1
  A: -13%	B: 10%	C: -10%	D: -2%	E: 17	F: -23%	G: 17%

O=C(N1CCCC1)N1CCN(C2CNC2)C(=O)C1
  A: -15%[172 µM]	B: 1%[87.6 µM]	C: 2%[88.5 µM]	D: .	E: 13	F: -9%[138 µM]	G: 12%[87.6 µM]

O=C1NCCCCCCN(Cc2ccncc2)[C@@H]2CN(C(=O)NCCc3ccccc3)CC[C@@H]12
  A: -3%	B: 2%	C: i	D: -11%	E: 4	F: -15%	G: -10%

CC(C)=CCC[C@@](C)(O)[C@H]1CC=C(C)CC1
  A: .	B: -6%[23.9 µM]	C: -6%	D: .	E: 26	F: .	G: -56%[25.6 µM]

Cc1ccc(NC(=O)CN2C(=O)CSc3ccc(S(=O)(=O)N4CCCC4)cc32)c(C)c1
  A: .	B: -17%	C: .	D: .	E: 8	F: .	G: -7%

Some of the entries so far, bar-delimited:
canonical_smiles | HEK cytotox | SNCA viab count | GPT2 inhibitor | FLuc inh | IP6K1 inhibitor | NIH3T3 tox | SNCA expr inh
COc1cc(/C=C2\CC[C@H]3COC[C@@H](c4cc(F)c(F)c(F)c4)N3C2=O)ccc1-n1cnc(C)c1 | . | 0% | 0% | . | 19 | . | .
CCCCCCn1c(/C=C/c2ccccc2)nc2ccccc21 | . | 13% | . | . | -3 | . | 145%[activator]
Cc1ccc(CNC(=O)CCS(=O)(=O)c2cc3c(cc2Cl)NC(=O)CO3)cc1 | . | 19% | . | . | -9 | . | -13%

Next part.
Letters – A = HEK cytotox; B = SNCA viab count; C = GPT2 inhibitor; D = FLuc inh; E = IP6K1 inhibitor; F = NIH3T3 tox; G = SNCA expr inh
Cc1ccc(Cl)cc1N1CCN(C(=O)CCSCc2ccccc2F)CC1
  A: .	B: 11%	C: .	D: .	E: -3	F: .	G: 56%[activator]

COCCNc1ncnc2c1CN(C1CNC1)C(=O)CN2C
  A: i	B: 1%	C: -1%	D: .	E: 2	F: i	G: -12%

Cc1ccc2oc([C@H]3CCN(Cc4ccccn4)C3)nc2c1
  A: ?	B: 4%[87.6 µM]	C: ?	D: ?	E: 7	F: ?	G: 72%[activator][87.6 µM]

CCOc1cccc(-c2nc(C(=O)NCc3ccc4c(c3)OCO4)cs2)c1
  A: ?	B: -1%	C: i	D: -14%	E: -7	F: ?	G: -2%

COc1ccc(-c2cc(C(=O)Oc3cccc(C)c3)c3ccccc3n2)cc1
  A: .	B: 0%	C: .	D: .	E: -12	F: .	G: 36%[activator]

CN1C[C@@H](NS(=O)(=O)Cc2ccccc2)C[C@H]1c1nc(-c2ccc3c(c2)OCO3)no1
  A: -26%	B: -1%	C: -3%	D: -16%	E: -9	F: -31%	G: 35%[activator]

CC(=O)N1CCCN(CC[C@H]2CN(C(=O)CC(C)(C)C)CC[C@H]2CC(=O)O)CC1
  A: -19%[172 µM]	B: -3%[87.6 µM]	C: 0%[88.5 µM]	D: -12%[172 µM]	E: 3	F: -3%[174 µM]	G: -18%[87.6 µM]

CCc1ccccc1NCc1nnc2n1CCCCC2
  A: .	B: -5%	C: .	D: .	E: -14	F: .	G: -1%

COC(=O)c1ccccc1NC(=O)CSc1n[nH]c(C)n1
  A: .	B: 5%	C: .	D: .	E: 10	F: .	G: -1%

Cc1ccc(CN(Cc2ccco2)C(=O)COc2cccc(C)c2C)o1
  A: .	B: 11%	C: .	D: .	E: 11	F: .	G: -4%

Fetched one by one from above (three):
Letters – A = HEK cytotox; B = SNCA viab count; C = GPT2 inhibitor; D = FLuc inh; E = IP6K1 inhibitor; F = NIH3T3 tox; G = SNCA expr inh
CCc1ccccc1NCc1nnc2n1CCCCC2
  A: .	B: -5%	C: .	D: .	E: -14	F: .	G: -1%

Cc1ccc2oc([C@H]3CCN(Cc4ccccn4)C3)nc2c1
  A: ?	B: 4%[87.6 µM]	C: ?	D: ?	E: 7	F: ?	G: 72%[activator][87.6 µM]

COCCNc1ncnc2c1CN(C1CNC1)C(=O)CN2C
  A: i	B: 1%	C: -1%	D: .	E: 2	F: i	G: -12%

Continued:
Letters – A = HEK cytotox; B = SNCA viab count; C = GPT2 inhibitor; D = FLuc inh; E = IP6K1 inhibitor; F = NIH3T3 tox; G = SNCA expr inh
c1ccc2c(c1)CCN2C1CN(CC2CCCCC2)C1
  A: -25%[172 µM]	B: -4%[87.6 µM]	C: i	D: .	E: -2	F: ?	G: -13%[87.6 µM]

Cc1ccc(N(CC(=O)Nc2ccc(Br)cc2)S(=O)(=O)c2cccs2)cc1
  A: .	B: 16%	C: .	D: .	E: -1	F: .	G: 21%

CCn1c2ccccc2c2cc(NC(=O)COc3cccc(C)c3)ccc21
  A: .	B: -10%	C: .	D: .	E: 8	F: .	G: -13%

CC(C)C[C@@H]1N[C@H](C(=O)O)Cc2cn(Cc3nccn3C)c3cccc1c23
  A: -8%	B: 8%	C: ?	D: -1%	E: 0	F: -11%	G: -26%

COc1cncc([C@@H](NC(=O)c2ccc3c(c2)CCC3)C2CC(O)C2)c1 (stereo partly drawn)
  A: i	B: 0%	C: -7%	D: -11%	E: 10	F: -6%	G: 23%

CSc1cccc(NC(=O)CN(c2ccccc2)S(=O)(=O)N(C)C)c1
  A: .	B: 6%	C: .	D: .	E: 25	F: .	G: 3%

CCc1cccc(C)c1NC(=O)Cn1nc2n(c1=O)CCCC2
  A: 15%	B: -8%	C: i	D: 3%	E: 0	F: 4%	G: -6%

CC(C)c1nnc(C2CN(C(=O)C3CCCCC3)CC23CCOCC3)o1 (stereo not drawn)
  A: -14%	B: -9%	C: i	D: -3%	E: 26	F: -9%	G: -10%

CCC(=O)N1CC(C(N)=O)C2(CCOCC2)C1 (stereo not drawn)
  A: -5%	B: 9%	C: i	D: -12%	E: 5	F: -9%	G: 7%

COCCCNC(=O)c1ccc(-n2c(-c3ccccc3)cc3c2CCCCC3)cc1
  A: .	B: -12%	C: .	D: .	E: -2	F: .	G: 20%

COc1ccc(C2c3c(-c4ccc(F)cc4)n[nH]c3C(=O)N2c2ccccc2)cc1OC (stereo not drawn)
  A: .	B: ?	C: .	D: .	E: 17	F: .	G: 3%

CC(=O)N1c2ccc(S(=O)(=O)N3CCC(C(=O)Nc4cccc(Cl)c4C)CC3)cc2CC1C (stereo not drawn)
  A: .	B: -2%	C: .	D: .	E: -7	F: .	G: 2%

Cc1cc(C)n(-c2nnc(Nc3ccc(C)c(C)c3)c3ccccc23)n1
  A: .	B: -9%	C: .	D: .	E: -3	F: .	G: 24%

CN(C(=O)Cn1cnc2onc(-c3ccc(F)cc3)c2c1=O)c1ccccc1Cl
  A: .	B: 7%	C: .	D: .	E: 12	F: .	G: -12%

O=C(c1ccc2cc[nH]c2c1)N1C[C@@H](CO)[C@H](c2ccccn2)C1
  A: -4%	B: 2%	C: i	D: -2%	E: -2	F: -9%	G: -3%

CCOc1ccc(C(=O)Nc2cccc(NC(=O)c3ccco3)c2)cc1Cl
  A: .	B: -10%	C: .	D: .	E: 6	F: .	G: 39%[activator]

CN(C)c1cccc(C(=O)N2CCC(c3n[nH]c(=O)n3-c3ccccc3)CC2)c1
  A: 4%	B: -7%	C: i	D: 32µM*	E: -2	F: -20%	G: 132%[activator]

Cc1ccc(C(=O)N2CCC3(CN[S+](=O)([O-])c4ccccc4N3)C2)cc1 (stereo not drawn)
  A: 0%	B: -1%	C: i	D: -4%	E: -5	F: 0%	G: 23%

COc1ccc(C(=O)NCCC2CCN(C(=O)Nc3cc(F)ccc3F)CC2)cc1OC
  A: -5%	B: 3%	C: i	D: 8%	E: -9	F: -3%	G: 0%

O=C(NC1CCCN(c2cc(-c3ccccc3)[nH]n2)C1)c1cc(F)ccc1F (stereo not drawn)
  A: ?	B: -19%	C: -16%	D: -22%	E: 11	F: ?	G: ?

Cc1cc(-c2ccc(C)c(S(=O)(=O)N3CCN(c4cccc(C(F)(F)F)c4)CC3)c2)on1
  A: .	B: 2%	C: .	D: .	E: 24	F: .	G: 15%

O=C(c1cccc(OC(F)(F)F)c1)N1CCN(c2cc(-c3ccc(F)cc3)[nH]n2)CC1
  A: ?	B: -10%	C: -3%	D: 10%	E: 18	F: 35µM*	G: -28%

CCCc1nnc(NC(=O)Cn2nc3c(cc2=O)CCCCC3)s1
  A: -6%	B: -1%	C: ?	D: 7%	E: 2	F: -12%	G: 2%

Cc1cc(CN2CCC3(CC(c4cccc(C(F)(F)F)c4)=NO3)C2)no1 (stereo not drawn)
  A: -23%	B: 0%	C: i	D: .	E: -2	F: -12%	G: 20%

CCOC(=O)c1ccc(NC(=O)Cn2c3ncccc3c(=O)n2-c2ccc(C)c(C)c2)cc1
  A: .	B: 3%	C: .	D: .	E: -11	F: .	G: -26%

CC1=C(C)C(=O)OC(C(C)C2CCC3C4CC=C5CC(OC6OC(COC7OC(CO)C(O)C(O)C7O)C(O)C(O)C6O)CC(O)C5(C)C4CCC23C)C1 (stereo not drawn)
  A: .	B: 1%[23.9 µM]	C: 2%[17.1 µM]	D: .	E: 33	F: .	G: .

CCOc1ccccc1CN1CCc2nc(N3CCN(C)CC3)[nH]c(=O)c2CC1
  A: -28%	B: -22%	C: i	D: 5%	E: 0	F: -21%	G: 0%

COc1ccc(CC(=O)N2Cc3[nH]cnc3C[C@H]2c2nc(-c3ccc4ccccc4c3)no2)cc1
  A: ?	B: -3%	C: -2%	D: ?	E: -7	F: ?	G: ?

CN(Cc1cccnc1)Cc1nc(C2(O)CCN(CC3CC3)CC2)cs1
  A: 0%[172 µM]	B: 2%[87.6 µM]	C: -3%[88.5 µM]	D: -5%[172 µM]	E: 0	F: 2%[174 µM]	G: -6%[87.6 µM]

Screening results (PubChem BioAssay)
